# p53ts 39C kill – cytotoxicity in p53ts cells at nonpermissive temperature; H1299-p53A138V viability at 39C, ATP luminescence, 24 h; Potency, µM (doses to about 46.1 µM), for the others: at the top dose activity change, negative = cell killing, usual class: cytotoxic; actives 1.5% (n = 130,000); AID 902; note: nearly all actives have a fitted effect of over 55% in size
# IkB sig inh – IkB pathway inhibition in ABC-DLBCL cells; Potency, µM (titrated, usually from 57.1 µM), for the others: at the top dose IkBa stabilization activation; actives 0.04% (n = 110,000); ABC-DLBCL IkBa-CBG/CBR dual luciferase ratio, 4 h; response scale: scaled: untreated 0%, proteasome inhibitor 100%; active = well fitted curve in the direction sought with a large enough effect in the signal ratio, not every such curve was filed as active; inconclusive = small, poorly fitted or top-dose-only effect, or a change in a side signal; the % refers to the signal ratio;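 note: the direction sought is a rising ratio; 0% = basal untreated cells and 100% = reference inhibitor full response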
#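 Luminescence ratio of IκBα-fused green versus native red beetle luciferase in OCI-Ly3 cells, 4 h post-doxycycline with compound; red signal alone, scaled from basal (0%) to zero light (-100%), flagged nonspecific or cytotoxic effects.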
# p53ts 32C tox – p53ts cell cytotoxicity, permissive temperature. H1299-p53A138V at 32C, ATP luminescence viability, 24 h. Potency, µM (titrated, usually from 46.1 µM), for inactives: at the highest dose activity change, negative = cytotoxicity, usual class: cytotoxic. actives 0.93% (n = 130,000);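 note: 0% = DMSO and -100% = full killing by reference compound; nearly all actives have a fitted effect of over 55% in size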
#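 H1299-p53 A138V cells (temperature-sensitive p53) exposed 24 h to up to 46 uM compound at 32C, where p53 is wild-type in conformation. Viability read as ATP luminescence and normalised to DMSO and 100 uM tamoxifen. AC50 fitted with the Hill equation.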
# Imprint erasure – induces erasure of genomic imprints in mouse ES cells; mouse ES Peg3-LacZ reporter, beta-gal luminescence, 40 h; Potency, µM (titrated, usually from 60.7 µM), without a hit: at the highest dose activity change, positive = activation, most hits filed as activators; actives 0.02% (n = 110,000); AID 1948;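 note: 0% = negative control wells on the plate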
#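 Each well holds 300 Peg3LacZ-Neo (maternal) female ES cells incubated 40 h at 37C, 5% CO2. LacZ is measured by BetaGlo luminescence, with AC50 and maximum efficacy derived from dose-response curves.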
# Active calls of the source: *; ? = inconclusive; nt = no result given; [ ] = another dose, or the depositor's remark. Unless noted, calls come from the whole dose curve; as a rule, active = well fitted curve in the direction sought with a large enough effect; inconclusive = small, poorly fitted or top-dose-only effect, or another doubt; inactive = no such curve, though single readings can be large; an effect the other way counts as inactive or inconclusive. Unless noted, % is set by controls: 0 for no effect and ±100 for the full control effect; potency is the fitted concentration of half-maximal effect.
smiles | p53ts 39C kill | IkB sig inh | p53ts 32C tox | Imprint erasure
Cc1cc(C)c(C#N)c(SCc2ccccc2C(=O)O)n1 | -1% | -1.0% | 4% | -27%
CCOC(=O)c1[nH]c(C)c(C(=O)N2CCN(c3ccccc3)CC2)c1C | -14% | 0.5% | 1% | -14%
CN(C)c1ccc(-c2nccc(NCCN3CCOCC3)n2)cc1 | -19% | -1.3%[11.4 µM] | -6% | -29%
Cn1c(SCCSc2nnc(-c3ccccc3)n2C)nnc1-c1ccccc1 | 4% | -1.9% | -7% | 12%
CCN=C1S/C(=C\c2ccc(OCC)c(OC)c2)C(=O)N1CC | -10% | nt | -12% | nt
CSc1ccc(CCNC(=O)c2ccc(-c3nc(COc4ccccc4)c(C)o3)cc2)cc1 | -10% | -0.3% | 10% | ?
CCOC(=O)C(CC)Sc1nc2c(c(=O)[nH]c(=O)n2C)n1C/C=C(/C)Cl (configuration not stated) | 4% | 1.8% | -13% | -13%
Cc1c(-c2ccccc2)nc2ccccc2c1C(=O)O | -7% | 2.0% | -3% | -22%
CCn1c(=O)c2ccccc2n2c(SCC(=O)N3CCCc4ccccc43)nnc12 | 0% | 0.2% | 6% | -5%
Cc1cc(S(=O)(=O)NCCc2ccccc2)c(C)s1 | -8% | nt | 0% | nt
O=C(NCc1cccs1)C1CCN(C(=O)N2CCOc3ccc(Cl)cc32)CC1 | -6% | -0.6% | 8% | -9%[10.9 µM]
NC(=O)COC(=O)C(Cc1ccccc1)NS(=O)(=O)c1ccccc1F (configuration not stated) | 10% | -2.1% | -5% | -10%
Cc1cc(C)c2nc(N(Cc3cccnc3)C(=O)CCOc3ccccc3)sc2c1 | -25% | -1.2% | -7% | -13%[10.9 µM]
O=C1CCc2cc(S(=O)(=O)N3CCC(C(=O)NCc4ccccn4)CC3)ccc2N1 | -8% | -1.6% | -2% | -4%
Cn1c(SCC(=O)NCc2ccc3c(c2)OCO3)nnc1-c1c[nH]c2ccccc12 | 12% | 2.8% | 6% | -5%
O=C(NCc1cccnc1)c1cn(CCc2ccccc2)nn1 | 2% | 0.1% | -2% | 9%
CC(=O)c1cccc(NS(=O)(=O)N(C)C)c1 | 4% | 3.3% | 2% | 9%
CCOC(=O)c1cccc(NC(=O)c2cn(-c3cccc(OC)c3)c(=O)c3ccccc23)c1 | -3% | 1.8% | 1% | -8%[10.9 µM]
Cc1cccc(-n2ncc(C(=O)N3CCN(C(=O)c4ccco4)CC3)c2C2CCN(C(=O)OC(C)(C)C)CC2)c1 | -5% | ? | 5% | 1%[10.9 µM]
Cc1nnc(SCC(=O)N2c3ccccc3Sc3ccccc32)n1N | 9% | 0.1% | -2% | -6%
O=C(NC1CCCCC1)Sc1ccc(Cl)cc1 | -14% | ? | -6% | -26%
COC(=O)c1ccc(NC(=O)CC2C(=O)N(c3cccc(OC)c3)C(=O)N2C(C)C)cc1 (configuration not stated) | -5% | 0.1% | -2% | 8%[10.9 µM]
Cc1ccc(C2C=C(c3ccccc3OC(F)F)Nc3ncnn32)cc1 (configuration not stated) | -9% | -1.0% | -6% | -11%
Cc1ccc(-c2c(CN3CCN(c4cc(Cl)ccc4C)CC3)csc2C)cc1 | -29% | -2.5% | 2% | -16%[10.9 µM]
Cc1cc(Nc2ccccc2)n(CCC#N)n1 | 9% | 1.0% | 0% | -2%
CCOC(=O)c1cc(S(=O)(=O)N2CCN(c3ccc(C)cc3C)CC2)[nH]n1 | ? | ? | 1% | -4%[10.9 µM]
CN(C)c1ccc(NC(=O)CN2CCN(S(=O)(=O)c3cc(Cl)ccc3Cl)CC2)cc1 | -13% | ? | -11% | -10%
O=C(CCn1nc(-c2ccc(Cl)cc2)ccc1=O)NCc1ccccn1 | 7% | 5.7% | -4% | 1%
CCCN(c1ccc(C(C)C)cc1)S(=O)(=O)c1ccc2c(c1)n(C)c(=O)c(=O)n2C | 22% | -1.3% | -1% | 15%[10.9 µM]
CCN(CC)S(=O)(=O)c1ccc2nc(NC(=O)c3cncc(Br)c3)sc2c1 | -7% | ? | -18% | 12%[10.9 µM]

# 3 of the entries above in order of their number in Imprint erasure, falling:
Molecule	Imprint erasure
O=C(NCc1cccnc1)c1cn(CCc2ccccc2)nn1	9%
Cn1c(SCC(=O)NCc2ccc3c(c2)OCO3)nnc1-c1c[nH]c2ccccc12	-5%
CCOC(=O)C(CC)Sc1nc2c(c(=O)[nH]c(=O)n2C)n1C/C=C(/C)Cl (configuration not stated)	-13%

# (cont.)
smiles | p53ts 39C kill | IkB sig inh | p53ts 32C tox | Imprint erasure
CCOC(=O)c1[nH]c(C)c(C(=O)N2CCN(c3ccc(F)cc3)CC2)c1C | -11% | ? | 0% | -13%
Cc1ccc(NC(=O)CSc2nnc(COc3ccc(Cl)cc3)o2)cc1 | 4% | ? | 10% | -11%[10.9 µM]
O=S(=O)(c1ccccc1)c1nc(-c2cccs2)oc1NCC1CCCO1 (configuration not stated) | 3% | 3.5% | -18% | -14%
CC(=O)c1cccc(NC(=O)c2ccc(Br)o2)c1 | -5% | 1.6% | -13% | -21%
CCOc1cc(C2C(C(=O)OC)=C(C)NC3=C2C(=O)c2ccccc23)cc(Cl)c1O (configuration not stated) | -8% | ? | -1% | -11%[10.9 µM]
CCc1nc(C)cn1S(=O)(=O)c1cc(OC)c(C)cc1C | 1% | 2.6% | -9% | -4%
Cc1cc2ccccc2n2c(SCC(=O)Nc3cccc(C(F)(F)F)c3)nnc12 | -6% | 5.0% | -5% | -9%[10.9 µM]
CC(C)(O)CCC(O)[C@@](C)(O)C1CC[C@]2(O)C3=CC(=O)C4CC(O)C(O)C[C@]4(C)C3CC[C@]12C (some centres not stated) | -4% | nt | -13% | -12%
CCCNC(=O)NC(=O)COC(=O)c1ccc(OC)c(S(=O)(=O)N2CCCc3ccccc32)c1 | 20% | ? | 18% | -17%
COc1ccccc1CNS(=O)(=O)c1ccc2c(c1)oc(=O)n2C | -10% | 2.9% | -16% | -15%
O=C(Nc1cc(Cl)cc(Cl)c1)c1cc(S(=O)(=O)N2CCc3ccccc3C2)ccc1F | ? | ? | 7% | 20%[10.9 µM]
CCCCN(C)CCNC(=O)c1ccc2c(=O)n(CCc3ccccc3)c(=O)[nH]c2c1 | -6% | 1.3% | -12% | 4%[10.9 µM]
C=CCNc1nc(N)c(C(=O)c2ccc3c(c2)OCO3)s1 | 0% | -5.9% | 15% | 14%
CCn1c(NCc2cccc(OC)c2OC)nc2ccccc21 | 2% | -0.5% | -10% | -13%
Cc1nn2c(=O)cc(COC(=O)c3cccc(NC(=O)COc4ccc(C)c(C)c4)c3)nc2s1 | -21% | ? | -15% | -30%[10.9 µM]
O=C(CCc1nc2ccccc2[nH]c1=O)OCc1ccc(S(=O)(=O)N2CCOCC2)cc1 | 10% | -0.9% | 5% | -2%
NC(C(=O)NC1C(=O)N2C(C(=O)O)=C(Cl)CSC12)c1ccccc1 (configuration not stated) | 14% | nt | -3% | -19%
CC1CN(C(=O)Nc2ccc3snnc3c2)c2ccccc21 (configuration not stated) | -6% | ? | ? | -30%[inhibitor]
O=C(Nc1ccccc1)OC1C2CCC1C(N1CCCCC1)CC2 (configuration not stated) | -5% | 0.9% | -18% | -24%
COc1cc(C)c(Cl)cc1S(=O)(=O)NCc1ccco1 | 10% | 19% | 8% | -12%
Cc1cc(S(=O)(=O)Nc2ccc(O)c(Sc3nc4ccccc4s3)c2)ccc1Cl | -6% | ? | 28% | -9%[10.9 µM]
COc1cc(C2C(C(=O)Nc3ccc(C)cc3C)=C(C)Nc3nc(SCc4ccccc4)nn32)cc(OC)c1OC (configuration not stated) | -2% | 2.8% | -3% | 15%[10.9 µM]
CSc1nc(SCC(N)=O)c2c3c(sc2n1)CN(C)CC3 | 2% | 5.5% | 3% | -12%
CCOC(=O)c1ccc(NC(=O)CC2OCCN(CC)C2=O)cc1 (configuration not stated) | 15% | 4.5% | 0% | -16%
CCOc1cc(C2C(C(=O)OC)=C(C)NC3=C2C(=O)c2ccccc23)c(Br)cc1O (configuration not stated) | 28% | 0.9% | -10% | -11%[10.9 µM]
Fc1ccccc1N1CCN(c2nccn3nc(-c4ccc(Br)cc4)cc23)CC1 | -13% | -0.4% | 5% | 7%[10.9 µM]
Cc1ccc(NC(=O)Nc2cccs2)c(C)c1 | ? | -2.0% | -16% | 3%[10.9 µM]
CCOC(=O)c1cc(-c2ccc(F)cc2)n(CCC(=O)NCc2ccc(C)cc2)c1C | -7% | -4.3% | 3% | -18%[10.9 µM]
OCc1ccc(-c2nn(Cc3ccccc3)c3ccccc23)o1 | ? | -2.6% | 61%[activator] | -7%
CCOCCCNc1ncnc2c1[nH]c1ccccc12 | -4% | ? | -22% | -23%

# New compounds follow.
Molecule	p53ts 39C kill	IkB sig inh	p53ts 32C tox	Imprint erasure
Cc1cccc(N2CC(c3nc4ccc(C)cc4[nH]3)CC2=O)c1 (configuration not stated)	-22%	?	-7%	?
Cc1cccc2cc(C#N)c(NCCCn3ccnc3)nc12	-1%	-2.9%	-2%	-11%
Cc1ccc(-c2noc(-c3nnn(CC(=O)Nc4cccc(C(F)(F)F)c4)c3N)n2)cc1	?	0.2%	-25%	19%[10.9 µM]
COc1ccc(/C=C/C(=O)Nc2nc3n(n2)C(c2ccc(F)cc2)C=C(c2ccccc2)N3)cc1 (configuration not stated)	-9%	?	8%	-10%[10.9 µM]
O=C(CSc1nnc2n(C3CCCCC3)c(=O)c3ccccc3n12)OC1CCCCC1	1%	0.9%	10%	3%
CC(=O)c1ccc(N2CCN(c3ncnc4c3cnn4-c3cc(Cl)ccc3C)CC2)cc1	-16%	?	-3%	-10%[10.9 µM]
Cc1cc(C(F)F)n2nc(C(=O)Nc3c(F)cc(F)cc3Br)nc2n1	5%	0.1%	6%	-6%
Cc1ccc(C)c(Nc2nn3c(=O)c4ccc(C(=O)N(C)Cc5ccccc5)cc4nc3s2)c1	0%	3.1%	2%	-4%[10.9 µM]
COC(=O)[C@H](CCSC)NC(=O)Nc1ccc(C(C)=O)cc1	1%	-3.4%	-1%	-8%
COc1ccccc1Cc1nc2ccccc2nc1SCC(=O)NCc1ccccc1Cl	-20%	0.4%	10%	-7%[10.9 µM]
Cc1ccc(C)c(N2CCN(C(=O)C3CCN(S(=O)(=O)c4cccc5nsnc45)CC3)CC2)c1	-4%	?	4%	-20%
Cc1cc(-c2nc3ncccc3o2)ccc1NC(=O)c1ccc(Cl)cc1	-2%	1.9%	-8%	-19%[10.9 µM]
Cc1cccc(N2CCN(C(=O)c3ccc(N4CCCC4=O)cc3)CC2)c1C	-12%	?	10%	0%
Oc1ccc2cccnc2c1	6%	1.1%	-2%	-4%
CCOC(=O)Cn1c(N2CCCCCC2)nc2c1c(=O)[nH]c(=O)n2C	1%	-0.9%	0%	1%
O=C(CN1C(=O)CCS(=O)(=O)c2ccccc21)NCc1ccc2c(c1)OCO2	-3%	0.6%	29%	-8%
COc1ccc2c(c1)c(CC(=O)Nc1ccc(C(C)=O)cc1)c(C)n2C(=O)c1ccc(Cl)cc1	-18%	?	4%	-13%[10.9 µM]
CCCN1Cc2cccc(C(=O)NC3CCCC3)c2C1=O	-16%	0.3%	15%	-14%
O=C1CN(C(=O)c2ccco2)C(c2ccc(F)cc2)c2cc(Cl)ccc2N1 (configuration not stated)	-5%	?	-1%	-13%
COc1ccc(C2C3=C(CC(C)(C)CC3=O)Nc3n[nH]c(C)c32)cc1 (configuration not stated)	-8%	-2.2%	9%	-8%
CC1=NN(c2cccc(C(=O)O)c2)C(=O)/C1=C\C=C\c1ccco1	3%	nt	2%	nt
COc1cc(/C=C(\C#N)c2nc3ccccc3c(=O)[nH]2)cc(OC)c1OC	7%	?	12%	-4%[10.9 µM]

# Filtered by structure, the entries above containing a CF3 group.
Molecule	p53ts 39C kill	IkB sig inh	p53ts 32C tox	Imprint erasure
Cc1cc2ccccc2n2c(SCC(=O)Nc3cccc(C(F)(F)F)c3)nnc12	-6%	5.0%	-5%	-9%[10.9 µM]
Cc1ccc(-c2noc(-c3nnn(CC(=O)Nc4cccc(C(F)(F)F)c4)c3N)n2)cc1	?	0.2%	-25%	19%[10.9 µM]

# Source: PubChem BioAssay (National Center for Advancing Translational Sciences (NCATS))
